# Epigenetic reg = epigenetic control regulation, reporter derepression. murine LDR cells, GFP reporter derepression, 30 h. Potency, µM (top dose mostly 53.9 µM), without a hit: at the highest dose GFP activation, hits mostly activators. hit rate 0.2% among 280,000. AID 1865; active = well fitted activation curve with a large enough effect; inconclusive = small, poorly fitted or top-dose-only effect; also: % of control where 0% means no effect; nearly all actives have a fitted effect of over 60% in size
#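 In this reporter-derepression format, murine cells bearing a silenced integrated CMV-GFP locus incubate with test compound (30 h, 37 C), then are washed and imaged; fluorescent objects of 20–120 um count as induced cells.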
# LMNA splice mod = modulators of lamin A splicing. HeLa LMNA splicing GFP/RFP minigene ratio, 48 h. Potency, µM (titrated, usually from 46.1 µM), without a hit: top-dose ratio change, negative = inhibition, most hits filed as inhibitors. hit rate 0.01% among 200,000. AID 1487; active = well fitted inhibition curve with a large enough effect in the signal ratio, with a control signal flat, not every such curve was filed as active; inconclusive = small, poorly fitted or top-dose-only effect, or effect the other way, or a change in a side signal; the % refers to the signal ratio; also: % is scaled to controls: 0 for no effect and ±100 for the full control effect
#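 S3 HeLa stable clones carrying a lamin A-EGFP splicing minigene plus DsRed2 were seeded at 600 cells/well in Opti-MEM with 2% FBS, pin-dosed and incubated 48 h at 37°C. Acumen cytometry (488 nm) gave the GFP/RFP total-intensity ratio.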
# * = called active by the depositor; ? = inconclusive; [ ] = another dose, or the depositor's remark. Potency is read from the fitted curve at half-maximal effect. These rows are one share of the data; count on the stated rates, not on these rows.
SMILES,Epigenetic reg,LMNA splice mod
Cc1ccc(-c2cn3c(n2)sc2cc(C(=O)NC4CCCCCC4)ccc23)c(C)c1,1.1%,?
Cc1nc(-c2ccccc2)sc1CCNC(=O)C(=O)Nc1ccc2c(c1)OCO2,8.3%,?
COc1cc2c(cc1OC)C(COc1ccccc1OC)N(C(=O)c1ccccc1OC)CC2 (stereo not given),0.3%,-14%[46 µM]
Cc1ccc(-n2ncc(C(=O)NCCN3CCc4ccccc4C3)c2C2CCN(C(=O)OC(C)(C)C)CC2)cc1,2.5%,-12%[46 µM]
CC(C)(C)OC(=O)N1CCC(c2c(C(=O)NCCN3CCOCC3)cnn2-c2cccc(Cl)c2)CC1,-1.3%,2%[46 µM]
COc1ccc(CCC(=O)NCCc2csc(-c3ccc(C(F)(F)F)cc3)n2)cc1,1.4%,-10%[46 µM]
CCC(=O)Nc1ccc(Cl)c(-c2nc3ccccc3[nH]2)c1,0.0%,-12%[46 µM]
O=C(c1cc2ccc3cccnc3c2[nH]1)N1CCN(c2cccc(Cl)c2)CC1,-1.1%,-7%[46 µM]
Cc1ccc(C(C)C)c(OCC(=O)N2CCC(c3nc4ccccc4o3)CC2)c1,-1.6%,?
CCN(CC)CCN(C(=O)c1ccco1)c1nc2c(C)c(C)ccc2s1,-1.2%,-20%[46 µM]
CCOc1ccc(-c2c(C)nn3c(C)c(C(=O)NCc4ccc(C)o4)cnc23)cc1OCC,1.5%,-3%[46 µM]
COc1cc2c(cc1NS(=O)(=O)c1cccc(C#N)c1)n(C)c(=O)n2C,-0.9%,19%[46 µM]
CCN(c1cccc(C)c1)S(=O)(=O)c1cc2c(cc1C)n(C)c(=O)c(=O)n2C,-0.2%,-2%[46 µM]
CCCCC(=O)Nc1nnc(SCc2cc(=O)n3cc(C)ccc3n2)s1,0.1%,?
Cc1nc(-c2cccc(F)c2)sc1CCNC(=O)c1c(F)cccc1Cl,-1.7%,16%[46 µM]

# Record cards, as listed above:
# Cc1nc(-c2ccccc2)sc1CCNC(=O)C(=O)Nc1ccc2c(c1)OCO2 across the screens: Epigenetic reg: 8.3%; LMNA splice mod: ?
# Cc1nc(-c2cccc(F)c2)sc1CCNC(=O)c1c(F)cccc1Cl across the screens: Epigenetic reg: -1.7%; LMNA splice mod: 16%[46 µM]
# O=C(c1cc2ccc3cccnc3c2[nH]1)N1CCN(c2cccc(Cl)c2)CC1 across the screens: Epigenetic reg: -1.1%; LMNA splice mod: -7%[46 µM]

# Additional compounds follow:
SMILES,Epigenetic reg,LMNA splice mod
CN(C(=O)Cn1cc(S(=O)(=O)Cc2ccccc2Cl)c2ccccc21)c1ccccc1,1.1%,-4%[46 µM]
Cc1cc(C)cc(NC(=O)COCc2cc(-c3ccc4c(c3)OCO4)on2)c1,0.0%,-22%[46 µM]
Cc1cccc(Cc2c(C)nc3nc(SCc4ccccc4C)nn3c2C)c1,0.0%,-4%[46 µM]
Cc1ccccc1CNC(=O)C(=O)NCC(c1ccco1)S(=O)(=O)c1ccc(F)cc1 (stereo not given),-0.7%,?
CCC(=O)Nc1cc(C(=O)NCc2ccc(C)cc2)ccc1S(=O)(=O)c1ccc(C)cc1,-1.1%,11%[46 µM]
COC(=O)c1cc(NC(=O)c2sc3ncn(Cc4cccc(F)c4)c(=O)c3c2C)cc(C(=O)OC)c1,?,?
CC(=O)c1ccc(NC(=O)Cn2cnc3nc4c(cc3c2=O)CC(C)CC4)cc1 (stereo not given),-1.7%,-5%[46 µM]
O=C(CCNS(=O)(=O)c1ccc2c(c1)CCN2C(=O)C1CC1)Nc1ccc(OC(F)(F)F)cc1,1.4%,3%[46 µM]
Cc1cc(C)cc(-n2c(SCC(=O)NC3CCCCC3)nc3c([nH]c4ccccc43)c2=O)c1,4.2%,?
COc1cccc(C(=O)NCCc2csc(-c3ccc(Cl)cc3)n2)c1,1.7%,2%[46 µM]
COc1cccc(NCc2cccn2-c2nnc(N3CCC(C)CC3)s2)c1,-1.3%,3%[46 µM]
COc1cccc(C(=O)Nc2cccc(C(=O)OCc3cc(=O)n4c(C)csc4n3)c2)c1,?,0%[46 µM]
CC(=O)Nc1c(C)nn(-c2ccccc2)c1N1CCC(C(=O)Nc2ccccc2C(F)(F)F)CC1,-3.4%,-11%[46 µM]
Cc1ccccc1CN1C(=O)C2(c3ccccc31)N(c1ccccc1)C(=O)CS2(=O)=O (stereo not given),8.7%,3%[46 µM]
CC1CCCN(S(=O)(=O)c2ccc3c(c2)c(=O)nc2ccccn23)C1 (stereo not given),-0.9%,-6%[46 µM]
COc1cccc(N2CC(NC(=O)c3ccc4c(c3)OCO4)CC2=O)c1 (stereo not given),-0.9%,4%[46 µM]
COc1ccc(C(C)=O)cc1CSc1nc(NCCc2ccccc2)c2ccccc2n1,0.0%,-22%[46 µM]
Cc1ccc(-n2nc(C(=O)Nc3ccc(F)cc3Cl)c(=O)n(C)c2=O)cc1,1.7%,?
CCCNC(=O)c1cnc2sc(N3CCCCCC3)nn2c1=O,2.5%,-8%[46 µM]
CCCCOc1ccc(CNC(=O)CN2CCSc3ccccc32)cc1,-0.9%,?
COc1ccc(CNC(=O)C2CCN(S(=O)(=O)c3cccc(-c4noc(C)n4)c3)CC2)cc1,0.0%,-1%[46 µM]
COc1ccc(Cn2ccnc2SCC(=O)Nc2cc(C(F)(F)F)ccc2Cl)cc1,0.0%,?
CC1=C(c2ccc(C)cc2)S(=O)(=O)N(Cc2ccc(C(=O)Nc3ccccc3C)cc2)C1=O,0.0%,?
O=C(Nc1cccc(C(F)(F)F)c1)c1cc(CN2CCOCC2)on1,0.0%,-2%[46 µM]
Cc1ccccc1-c1nn2c(=O)cc(CN3CCN(S(=O)(=O)c4ccc(Cl)cc4)CC3)nc2s1,0.3%,3%[46 µM]
Cc1ccc(/C=C/c2onc(C)c2S(=O)(=O)N2CCC(C(=O)NCc3ccco3)CC2)cc1,6.8%,10%[46 µM]
Cc1cc(C)cc(-n2c(SCC(=O)Nc3ccc4c(c3)OCO4)nc3c([nH]c4ccccc43)c2=O)c1,0.0%,?
CCC(=O)C1=C(c2cccc([N+](=O)[O-])c2)N(C(=O)CC)n2c(nnc2-c2ccccc2)S1,10%,?
CCCCOC(=O)c1ccc(NC(=O)c2cc(-c3ccccc3)on2)cc1,0.0%,12%[46 µM]
CCc1nn2c(=O)cc(COC(=O)c3ccccc3NC(=O)c3cccs3)nc2s1,-4.1%,10%[46 µM]

# Quoted from the entries so far, 2 compounds:
SMILES,Epigenetic reg,LMNA splice mod
Cc1ccc(-n2ncc(C(=O)NCCN3CCc4ccccc4C3)c2C2CCN(C(=O)OC(C)(C)C)CC2)cc1,2.5%,-12%[46 µM]
CC(C)(C)OC(=O)N1CCC(c2c(C(=O)NCCN3CCOCC3)cnn2-c2cccc(Cl)c2)CC1,-1.3%,2%[46 µM]

# Quoted at random: four compounds from above, in no set order.
SMILES,Epigenetic reg,LMNA splice mod
Cc1ccc(-n2ncc(C(=O)NCCN3CCc4ccccc4C3)c2C2CCN(C(=O)OC(C)(C)C)CC2)cc1,2.5%,-12%[46 µM]
CC(C)(C)OC(=O)N1CCC(c2c(C(=O)NCCN3CCOCC3)cnn2-c2cccc(Cl)c2)CC1,-1.3%,2%[46 µM]
O=C(CCNS(=O)(=O)c1ccc2c(c1)CCN2C(=O)C1CC1)Nc1ccc(OC(F)(F)F)cc1,1.4%,3%[46 µM]
CC(=O)c1ccc(NC(=O)Cn2cnc3nc4c(cc3c2=O)CC(C)CC4)cc1 (stereo not given),-1.7%,-5%[46 µM]

# Next compounds
SMILES,Epigenetic reg,LMNA splice mod
Cc1cccc(NC(=O)c2ccc(F)c(S(=O)(=O)N(C)C3CCCCC3)c2)c1,0.0%,-4%[46 µM]
Nc1ncc(S(=O)(=O)Nc2ccc(OC(F)(F)F)cc2)cn1,0.8%,-11%[46 µM]
CCc1ccc(NC(=O)c2cc(S(=O)(=O)N3CCCC(C)C3)cn2C)cc1 (stereo not given),7.8%,-3%[46 µM]
Cc1cccc(-n2cc(-c3ccccc3)nc2SCC(=O)Nc2ccccc2Cl)c1,-1.3%,-14%[46 µM]
CC(=O)Nc1cc(C(=O)Nc2ccc3c(c2)N(C)C(=O)c2ccccc2S3)ccc1C,-1.3%,?
CC(C)(C)OC(=O)N1CCC(c2c(C(=O)N3CCN(c4ncccn4)CC3)cnn2-c2cccc(F)c2)CC1,-1.3%,4%[46 µM]
CC(=O)Nc1ccc2nc(NC(=O)CS(=O)(=O)c3ccc(C)cc3)sc2c1,-1.3%,-10%[46 µM]
CCn1c(=O)n(CC)c2cc(N3CCCCC3)c(NC(=O)Nc3cc(C)cc(C)c3)cc21,0.0%,-20%[46 µM]
CCc1c(C)nc(SCc2nc(-c3ccccc3C)no2)[nH]c1=O,3.6%,?
Cc1ccc(NC(=O)CSc2nc3ncccc3[nH]2)cc1F,1.2%,6%[46 µM]
Cc1ccc(S(=O)(=O)c2[nH]c(-c3ccccc3)nc2SCC(=O)O)cc1,-2.4%,18%[46 µM]
CCn1c(SCc2ccc(F)cc2Cl)nc(=O)c2c(C(=O)OC)cc(C3CC3)nc21,-0.7%,?
CCc1ccc(CNC(=O)c2c(C)oc3ncn(CC(C)C)c(=O)c23)cc1,-1.3%,-22%[46 µM]
COc1ccc2[nH]cc(CCNC(=O)c3cnn(-c4ccc(C)cc4)c3C3CCN(C(=O)OC(C)(C)C)CC3)c2c1,7.6%,?
O=C(CSc1nccn1-c1ccc(Cl)cc1)Nc1nc2ccccc2s1,1.4%,?
O=C(NC1CC(=O)N(c2cccc(F)c2)C1)C1CC1 (stereo not given),-0.5%,-6%[46 µM]
COc1ccc(NC(=O)C2CCCN(S(=O)(=O)c3ccc4c(c3)CCCC(=O)N4)C2)cc1OC (stereo not given),-1.3%,-9%[46 µM]
COc1ccc(-c2cn3nc(N4CCCC(C(=O)Nc5cccc(Cl)c5C)C4)sc3n2)cc1 (stereo not given),-1.2%,?
CC1Cc2cc(S(=O)(=O)NCc3ccccc3Cl)ccc2N1C(=O)C1CCC1 (stereo not given),-1.2%,?
COc1ccc(C(CNC(=O)Cc2ccc(Cl)cc2)N2CCOCC2)cc1 (stereo not given),-3.2%,8%[46 µM]
CCOC(=O)c1c(C)[nH]c(CCC(=O)NCc2ccccc2Cl)c1C,0.1%,0%[46 µM]
COc1ccc(OC)c(NC(=O)c2oc3c(c2C)-c2nn(Cc4ccc(Cl)cc4)cc2CC3)c1,0.0%,2%[46 µM]
CC1CCC(NC(=O)c2ccc3c(c2)N(Cc2ccccc2F)C(=O)c2ccccc2S3)CC1 (stereo not given),0.0%,2%[46 µM]
COc1cc(Cl)c(C)cc1NC(=O)c1cc(CN2CCOCC2)on1,1.1%,-5%[46 µM]
CCc1ccccc1Nc1ncnc2c1cnn2-c1ccc(Cl)cc1,-1.3%,-20%[46 µM]
CCOc1ccc(NC(=O)CCn2nc(C)c(S(=O)(=O)N3CCCCC3)c2C)cc1,-1.3%,2%[46 µM]
Cc1ccc(NC(=O)c2sc3nc[nH]c(=O)c3c2C)cc1Cl,1.7%,-21%[46 µM]
CCC(C)NC(=O)CSc1nc2cc3c(cc2c(=O)n1CCCCCC(=O)NCc1ccc2c(c1)OCO2)OCO3 (stereo not given),3.9%,?
Cc1ccccc1N1CC(c2nnc(NC(=O)c3ccco3)s2)CC1=O (stereo not given),-1.6%,?
Cc1oc2ncn(CC(C)C)c(=O)c2c1C(=O)Nc1cccc(C(F)(F)F)c1,-1.3%,7%[46 µM]
Cc1cccc(N2C(=O)CSC23C(=O)N(CC(=O)NCCc2ccccc2)c2ccccc23)c1 (stereo not given),-1.3%,?
CCOc1ccccc1N(C)C(=O)Cn1cnc2onc(-c3ccc(F)cc3)c2c1=O,-1.3%,2%[46 µM]
CCOc1ccc(-n2c(C)nc3cc(C(=O)NC4CCCC4)ccc32)cc1,-1.1%,-11%[46 µM]
O=C(NCc1ccc(Cl)cc1)c1cc2ccc3cccnc3c2[nH]1,-0.4%,?
COc1ccc(NC(=O)c2cnc(SCC(=O)Nc3nc4ccc(C)cc4s3)n(C)c2=O)cc1,-0.9%,12%[46 µM]
CCCn1ccc2c(OCC(=O)NCc3ccccc3Cl)cccc2c1=O,2.7%,6%[46 µM]
O=C(COC(=O)C(Cc1c[nH]c2ccccc12)NC(=O)c1ccc(Br)cc1)c1ccc(Cl)cc1 (stereo not given),-1.1%,-3%[46 µM]
CCOC(=O)c1ccc(NC(=O)CSc2cc(-c3ccccc3)nc(C)n2)cc1,-3.2%,-2%[46 µM]
CN(C)c1ccc(CNC(=O)CCCN2C(=O)CCn3nc(-c4cccn4C)cc32)cc1,-0.6%,4%[46 µM]
Cn1nnnc1SCCCNCc1cc(Cl)ccc1OCc1ccccc1,0.0%,-16%[46 µM]
O=C1CCCc2cc(S(=O)(=O)N3CCCC(C(=O)Nc4ccc(F)c(Cl)c4)C3)ccc2N1 (stereo not given),-0.2%,?
O=C(CSc1nc(=O)n(Cc2ccco2)c2c1CCC2)NCc1ccccc1Cl,1.4%,?
COc1ccc(-n2c(SCC(=O)NCc3ccccc3)nc3c([nH]c4ccccc43)c2=O)cc1,5.2%,-2%[46 µM]
